# Source: PubChem (Fisher Drug Discovery Resource Center)
# mcGAS RapidFire = blocks mouse cGAS cGAMP production; Q8C6L5; recombinant mouse cGAS, cGAMP by RapidFire MS; inhibition, % at 12.5 µM; actives 0.18% (n = 130,000);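 active = inhibition of cGAS enzyme activity at or above 60%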;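 note: enzyme stimulated by 45 bp dsDNA with ATP and GTP substrates; cGAMP share of summed cGAMP plus half ATP and half GTP signals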
# Target sequence (Q8C6L5 whole entry, looked up): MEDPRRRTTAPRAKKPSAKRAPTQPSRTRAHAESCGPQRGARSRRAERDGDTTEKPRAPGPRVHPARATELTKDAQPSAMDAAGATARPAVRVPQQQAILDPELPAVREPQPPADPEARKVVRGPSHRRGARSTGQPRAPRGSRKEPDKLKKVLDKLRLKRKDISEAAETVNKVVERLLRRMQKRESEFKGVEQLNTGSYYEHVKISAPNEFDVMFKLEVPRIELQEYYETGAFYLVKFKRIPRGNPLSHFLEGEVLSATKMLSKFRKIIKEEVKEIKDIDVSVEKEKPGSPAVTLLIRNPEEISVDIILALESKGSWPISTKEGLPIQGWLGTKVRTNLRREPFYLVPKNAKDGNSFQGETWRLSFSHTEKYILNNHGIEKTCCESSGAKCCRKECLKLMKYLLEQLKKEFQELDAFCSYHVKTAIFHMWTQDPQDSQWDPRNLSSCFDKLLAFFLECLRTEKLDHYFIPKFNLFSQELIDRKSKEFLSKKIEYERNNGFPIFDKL
# Numbers without * were called inactive; & = joins results of further samples.
nr | smiles | mcGAS RapidFire
1 | CC(=O)Nc1cccc(-c2cc(N)nc(N3CCCC3)n2)c1 | -18
2 | COC(=O)CSC1=C(C#N)C(c2ccsc2)CC(=O)N1 (centres undefined) | -11
3 | c1ccc(-c2cnn3cc(CN4CCCC4c4ccccn4)cnc23)cc1 (centres undefined) | -23
4 | Cc1ccsc1CCNC(=O)CCC(=O)NC1CCCC1 | -2
5 | Cc1csc(C(C)NC(=O)N(C)C(C)c2sc(C)nc2C)n1 (centres undefined) | -9
6 | O=C(CCc1ccccc1)Nc1ccnn1C1CCN(C(=O)C2=CCCC2)CC1 | -8
7 | Cc1cccc(N2CCN(C(=O)Cc3ccccc3O)C(C)C2)n1 (centres undefined) | -9
8 | O=C(O)C(c1cccc2c1Sc1ccccc1S2)N1CCS(=O)(=O)CC1 (centres undefined) | 6
9 | O=c1cc(CSc2nnc(-c3ccco3)o2)nc2ccc(Br)cn12 | -7
10 | CCCCN(CC)C(=O)Cn1ncn2cccc2c1=O | -3
11 | CCn1nnc2c(SCC(=O)N3CCOCC3)ncnc21 | -2
12 | COC(=O)c1sc(=S)n(C)c1C | -7
13 | CSc1cc(-c2ccc(Cl)cc2Cl)[nH]c(=O)c1C#N | -1
14 | O=C(NC1CC1)C1CCCC1 | -6
15 | CC1CCCCC1N(C)C(=O)c1ccn(C)c(=O)c1 (centres undefined) | -1
16 | CCCCCn1c(=O)c2c(nc3n2CCN3c2ccc(CC)cc2)n(C)c1=O | -4
17 | CCCc1cc(C(=O)N2CCN(CC(=O)Nc3cc(C)on3)CC2)sc1C | 1
18 | Cc1sc(=NC(=O)c2ccccc2F)n(CC(=O)O)c1C | -3
19 | CCN(Cc1noc(-c2cccs2)n1)CC1CCOC1 (centres undefined) | -2
20 | COC(=O)NCC(=O)N1CCC(c2nc3cc(Cl)ccc3o2)CC1 | -6
21 | CCOCCn1c(N2CCN(Cc3ccccc3F)CC2)nc2c1c(=O)[nH]c(=O)n2C | -11
22 | O=C(NCCC(=O)N1CCN(S(=O)(=O)c2ccc(F)cc2)CC1)c1ccccc1 | -7
23 | O=C1CC(N(Cc2ccc3c(c2)OCO3)C(=S)Nc2ccccc2)C(=O)N1c1ccc(Cl)cc1 (centres undefined) | -7
24 | CCC(C(=O)N1CCc2c(nc(C)[nH]c2=O)C1)N1Cc2ccccc2C1=O (centres undefined) | -9
25 | CCc1cccc2c3c([nH]c12)C(CC)(CC(=O)O)OCC3 (centres undefined) | -2&6
26 | O=C(OCC(=O)N(C1CCCCC1)C1CCCCC1)c1ccc([N+](=O)[O-])o1 | -3
27 | CCC(C(=O)N1CC=CCC1)n1cc(C(C)=O)c2ccccc21 (centres undefined) | -14
28 | CC(C)CC1NC(=O)N(CN2CCN(C(=O)OC(C)(C)C)CC2)C1=O (centres undefined) | 0
29 | CC(=O)Nc1cncc(-c2cccnc2)n1 | 0
30 | CN1CCCC(CSc2nncn2CCc2cccs2)C1 (centres undefined) | 0

# 4 of the compounds above, field by field.
11	CCn1nnc2c(SCC(=O)N3CCOCC3)ncnc21
  mcGAS RapidFire: -2

6	O=C(CCc1ccccc1)Nc1ccnn1C1CCN(C(=O)C2=CCCC2)CC1
  mcGAS RapidFire: -8

13	CSc1cc(-c2ccc(Cl)cc2Cl)[nH]c(=O)c1C#N
  mcGAS RapidFire: -1

4	Cc1ccsc1CCNC(=O)CCC(=O)NC1CCCC1
  mcGAS RapidFire: -2

# Additional entries:
nr | smiles | mcGAS RapidFire
31 | CC(O)c1cn(C2CCN(S(=O)(=O)Cc3ccccc3)CC2)nn1 (centres undefined) | 1
32 | CCCSc1nnc(NCc2ccc(OC)cc2)s1 | -12
33 | Cn1cc(OCc2ccccc2)c(=O)cc1C(=O)NCCc1ccc(F)cc1 | -4
34 | CC(C)=Nc1ccc(C)cc1C1COC(=O)C1=N (centres undefined) | -15
35 | Cc1ccc(-c2[nH]ncc2CN(C)Cc2ccc3nonc3c2)cc1C | -1&-1
36 | COc1ccccc1-c1nc(C)c(-c2ccc(SCC(=O)N3CCCCCC3)nn2)s1 | 18
37 | COc1cccc(C(=O)N2CCN(C(C(=O)NCc3ccncc3)C3CCCC3)CC2)c1 (centres undefined) | -5
38 | Cn1nccc1C(=O)N1CCCCC1C(=O)Nc1ccc(Oc2ccccc2F)cc1 (centres undefined) | -5
39 | O=C(CCn1cccn1)N1CCCC(N2CCN(Cc3ccc4c(c3)OCO4)CC2)C1 (centres undefined) | -6&3
40 | CCS(=O)(=O)NC(=O)C1(C)CCN1C(=O)C1(c2ccc(Cl)cc2)CCC1 (centres undefined) | -18
41 | CC1=C(C(=O)OC(C)C)C(c2ccccc2OC(C)C)C2=C(CCCC2=O)N1 (centres undefined) | -1
42 | O=C(c1ccc(-c2ncc[nH]2)s1)N1CC[C@@H](c2ccc(F)cc2)[C@H](O)C1 | -16
43 | COCc1ccc(C(=O)N2CCC3(CCCN(Cc4ccc(C(C)C)cc4)C3)C2)o1 (centres undefined) | -6
44 | O=C1OCCC1N1CCCC(c2nc(-c3ccc(Cl)cc3)no2)C1 (centres undefined) | -16
45 | CCCCCCNC(=O)CCN(Cc1ccco1)C(=O)c1cnc(C)cn1 | -2
46 | C=CCN(Cc1cc(Br)ccc1F)C(=O)C(C)NC(N)=O (centres undefined) | -3
47 | Cc1ccsc1C(=O)N1CCC(N2CCC(C(=O)NCC3CCCO3)CC2)CC1 (centres undefined) | -3
48 | CS(=O)(=O)c1ccc(Br)c(C(=O)O)c1 | -2
49 | COc1cccc(OCc2ccccc2)c1C(=O)N1CCc2ccccc2C1 | 6
50 | FC(F)(F)c1ccc(Cl)c(Nc2nc3ccc(Cl)cc3o2)c1 | -4
51 | CCN(C(C)c1cccnc1)S(=O)(=O)c1cnc(C(C)C)[nH]1 (centres undefined) | -7
52 | Cc1cc(-c2cn(S(=O)(=O)c3ccccc3)nc2N)ccc1F | -2
53 | Cc1nc(C)c(NC(=O)c2ccc(OCC(C)C)nc2)s1 | 14
54 | O=C(NS(=O)(=O)c1ccccc1)c1cccc(Cl)c1 | -5
55 | CCOC(=O)C1=C(C)NC2=C(C(=O)CC(c3ccc(OC)cc3)C2)C1c1ccccc1OC(C)C (centres undefined) | -6
56 | COC(=O)C1C(=O)CSC1=Nc1ccc(OC)c(OC)c1 (centres undefined) | -4
57 | CCN(CC)P(=N)(c1c(C)nc2ccccn12)N(CC)CC | -7
58 | O=C(CCl)Nn1cnc2c(cnn2-c2cccc(Cl)c2)c1=O | -5
59 | CN(Cc1nc2c(cnn2-c2ccccc2)c(=O)[nH]1)Cc1c(F)cccc1Cl | -10
60 | COC(=O)c1cc2c(=O)[nH]c(C(F)(F)F)nc2s1 | 14

# Remaining list, next part:
nr | smiles | mcGAS RapidFire
61 | O=C(NCCCN1CCCC1=O)C(=O)NCC(c1ccco1)N1CCN(c2ccc(F)cc2)CC1 (centres undefined) | -4
62 | Cc1nc2sc(C)c(C)n2c(=O)c1NC(=O)C1CC1 | -5
63 | O=c1ccc(-c2cccs2)nn1Cc1ccccn1 | -15
64 | CNc1cccc(-c2ccc(C(=O)NOC)cc2)n1 | 2
65 | CCOc1ccc(C=C2N=C(c3ccc(OC)c(OC)c3)OC2=O)cc1 | -7
66 | Cc1cccc(C)c1NC(=O)CN1CCN(CCCC(c2ccc(F)cc2)c2ccc(F)cc2)CC1 | -3
67 | Cc1cc2nc(C)c(Cl)c(=O)n2[nH]1 | 7
68 | Cc1cc(=O)oc(C)c1C(=O)NC1CCCCC1 | -1
69 | O=C(Nc1ccc(CCN2CCC(O)CC2)cc1)C1CCCCC1 | -24
70 | Cc1csc(=O)n1CCN1c2ccccc2CC1C (centres undefined) | -14
71 | COC(=O)C1=C(C)NC(=O)C1(NS(=O)(=O)c1ccc(C)cc1)C(F)(F)F (centres undefined) | 1
72 | Cc1cc(=O)[nH]c(-n2ncc(C(=O)Nc3cccc(C(F)(F)F)c3)c2C)n1 | 1
73 | O=C(NCC1=CCCN(Cc2ccc3ccccc3n2)C1)c1ccco1 | -15
74 | Cc1ccc2nc(/C=C/c3cn[nH]c3C(C)(C)C)ccc2c1 | 2
75 | Cc1ccn(CCN2CCC(Oc3ccccc3Cl)CC2)n1 | -6
76 | CN(CC(=O)NCC(F)(F)F)C(=O)Nc1cc(Cl)ccc1Cl | 3
77 | Cc1nc(CC(=O)NC(C)c2nc(-c3ccccc3C)no2)c(C)s1 (centres undefined) | -12
78 | Cc1ccc2nc(CSc3ncnc4sc5c(c34)CCCC5)cc(=O)n2c1 | -60
79 | O=C(C(=O)N1CCC(c2ccccc2Cl)C1)c1ccco1 (centres undefined) | -31
80 | CC(C)Cc1noc(CN(C)CC(=O)Nc2nc3ccccc3[nH]2)n1 | -32
81 | O=c1cc(Cn2nnc(-c3ccc(Cl)cc3)n2)nc2sccn12 | 5
82 | Cc1occc1CN(C)C(=O)c1ccc(S(N)(=O)=O)o1 | -3
83 | Cc1c(C(=O)NCc2ccccc2)sc(=O)n1CCc1ccccc1 | -7
84 | CC(C)C(Oc1ccccc1C#N)C(=O)Nc1ccccc1O (centres undefined) | 1
85 | Cc1ccc(-c2nc(C)sc2CC(=O)N2CCOc3ccccc32)cc1 | 9
86 | C#CCOc1ccc(C=C2NC(=O)NC2=O)cc1OC | -1
87 | NC(=O)C1CC2CCCCC2N1CC(=O)Nc1cc(Cl)c(Cl)cc1Cl (centres undefined) | -6
88 | COc1ccc(Nc2nc(NCC3CCCO3)nc(N)c2[N+](=O)[O-])cc1 (centres undefined) | -4
89 | O=C(Nc1ccc2c(c1)CN(Cc1ccccc1O)CC2)C1CCCO1 (centres undefined) | -2
90 | C=CCc1cc(OC)ccc1OCCCCn1cnc2ccccc2c1=O | -1

# The list goes on:
nr | smiles | mcGAS RapidFire
91 | CN1Cc2ccccc2CC1CN (centres undefined) | 3
92 | COc1ccc(NC(=O)C2(C)CCc3ccccc3C2)cc1 (centres undefined) | -4&0
93 | CC(C)(C)CN1CCNC(=O)C1CC(=O)NC(C)(C)CN1CCCC1 (centres undefined) | -13
94 | CCOC(=O)c1c(NC(=O)CCl)sc(C(=O)OC)c1CC(=O)OC | -3
95 | C(=C\C1CCCCCN1)/c1ccccc1 (centres undefined) | -7
96 | COCCc1noc(CN(C)C(=O)c2oc3cc(C)ccc3c2C)n1 | -9
97 | CC(c1ccc(S(N)(=O)=O)cc1)N(C)C(=O)/C=C/c1cc(Cl)c2c(c1)OCO2 (centres undefined) | 5
98 | Oc1oc(-c2ccccc2)nc1C=Nc1cc(Cl)ccc1Cl | 2
99 | CC(C)Cn1c(CN(Cc2ccccc2)Cc2ccccc2)nc2c1c(=O)n(C)c(=O)n2C | 1
100 | CC1N=C2c3ccccc3N=C(SCc3cc(=O)n4ccccc4n3)N2C1=O (centres undefined) | -5
101 | Cc1ccc(-n2nnc3c(=O)n(CC(=O)c4ccc(Cl)cc4)cnc32)cc1 | 7
102 | CC(C)C(NC(=O)C1CCN(S(=O)(=O)c2cccs2)CC1)c1cccs1 (centres undefined) | -6
103 | O=C(c1ncccc1O)N1CCCC(CCc2c(F)cccc2F)C1 (centres undefined) | -8
104 | CCCC1(CC)NC(=S)N(CCC(C)C)N1 (centres undefined) | -9
105 | COCCN(C(=O)Cc1cccc(F)c1)c1ccc(OC)c(OC)c1 | -6
106 | O=C(NC[C@H]1CCc2ccccc2O1)c1cnn2c1CCCC2 | 5
107 | COCCNC(=O)c1cccc(OC2CCN(CC(C)CCC=C(C)C)CC2)c1 (centres undefined) | -2
108 | O=C(COc1ccc(CN2CCC3(CCOCC3)CC2)cc1)N1CCCC1 | -28
109 | COc1ccc(NS(=O)(=O)c2cc(C(=O)O)c(Br)cc2F)cn1 | -3
110 | CCCCc1c(C)c(C#N)c2nc3ccccc3n2c1-n1ccnc1 | -7
111 | COc1ccc(S(=O)(=O)N2CCc3c(ncnc3N(C)C)C2)c(OC)c1 | -12
112 | COc1c(C)cc(C(=O)C2CCCN(Cc3cccc4nccnc34)C2)cc1C (centres undefined) | 0
113 | CCOC(=O)N1CCc2c(nc(-c3ccc(F)cc3)n(CC(=O)Nc3ccc(OCC)cc3)c2=O)C1 | -6
114 | CCN(CC)c1ncccc1CNc1ccc(C(=O)OC)cn1 | -2
115 | CN(C)c1nc(N(c2ccccc2)c2ccccc2)nc(-n2cccc2)n1 | -13
116 | CC(C)C1CN(C(=O)c2n[nH]c3c2CN(C)CC3)CCC(=O)N1CC1CC1 (centres undefined) | 11
117 | Cc1cc(C)n(CC(C)NCC(=O)Nc2ccc(Cl)cc2F)n1 (centres undefined) | -17
118 | Cc1cc(CN2CCCC(C(=O)Nc3ccccc3Oc3cccnc3)C2)oc1C (centres undefined) | 0
119 | Cc1cccc(NC(=O)CCCN2C(=O)c3cccc4cccc(c34)C2=O)n1 | -3
120 | CCCCCCn1c(C)c(C)n2c3c(=O)[nH]c(=O)n(C)c3nc12 | -4

# Next section
nr | smiles | mcGAS RapidFire
121 | Cc1nn(Cc2ccc(F)cc2)c2n[nH]c(NC(=O)C(Cc3ccccc3)NC(=O)c3ccco3)c12 (centres undefined) | -4
122 | O=C(CCC1CCN(C(=O)c2ccc(Cn3cnnn3)cc2)CC1)NC1CC1 | -6
123 | Cc1cc(=O)[nH]c(-n2nc(C3CC3)cc2NC(=O)c2ccc(F)c(F)c2)n1 | -3
124 | Nc1ccncc1[N+](=O)[O-] | -4
125 | CC(C)(C)NS(=O)(=O)c1ccc(C#N)cc1 | -13
126 | N#Cc1ncn(Cc2nc3scc(-c4ccc(Br)cc4)c3c(=O)[nH]2)n1 | 5
127 | Clc1cccc(OCCN2CCC(n3ccnc3)CC2)c1 | -4
128 | O=C(NC1CC1)C(c1ccccc1)N1CCN(S(=O)(=O)c2ccccc2F)CC1 (centres undefined) | 7
129 | O=c1[nH]c(N2CCCC(CN3CCOCC3)C2)ncc1F (centres undefined) | 4
130 | O=C(NCc1nncn1C1CC1)c1ccc(F)c(C(F)(F)F)c1 | -1
131 | O=C(NCC1CC1)c1ccc(-n2cccn2)c(F)c1 | -2
132 | Cc1nnc(CN(C)C(=O)NC(C2CCCC2)C2CCCC2)n1C | 0

# Among those listed so far, four contain a tert-butyl group:
nr | smiles | mcGAS RapidFire
28 | CC(C)CC1NC(=O)N(CN2CCN(C(=O)OC(C)(C)C)CC2)C1=O (centres undefined) | 0
74 | Cc1ccc2nc(/C=C/c3cn[nH]c3C(C)(C)C)ccc2c1 | 2
93 | CC(C)(C)CN1CCNC(=O)C1CC(=O)NC(C)(C)CN1CCCC1 (centres undefined) | -13
125 | CC(C)(C)NS(=O)(=O)c1ccc(C#N)cc1 | -13

# Only part of the results is shown; the hit share may differ from the screen's.
